Assay outcomes: PubChem BioAssay, National Center for Advancing Translational Sciences (NCATS)
Luciferase inh: Firefly luciferase inhibition profiling of diverse chemical library using quantitative high-throughput screening; Luciferin 4-monooxygenase (Photinus pyralis), P08659; Potency, µM (doses to about 115 µM), for inactives: at the top dose activity change, negative = inhibition, actives largely listed as inhibitors; purified P. pyralis luciferase, luminescence, biochemical; 76,000 compounds, 2.5% hits; AID 1347043, 2019; note: potency is the fitted concentration of half-maximal effect; nearly all actives have a fitted effect of over 65% in size
Target sequence (P08659 whole entry, looked up): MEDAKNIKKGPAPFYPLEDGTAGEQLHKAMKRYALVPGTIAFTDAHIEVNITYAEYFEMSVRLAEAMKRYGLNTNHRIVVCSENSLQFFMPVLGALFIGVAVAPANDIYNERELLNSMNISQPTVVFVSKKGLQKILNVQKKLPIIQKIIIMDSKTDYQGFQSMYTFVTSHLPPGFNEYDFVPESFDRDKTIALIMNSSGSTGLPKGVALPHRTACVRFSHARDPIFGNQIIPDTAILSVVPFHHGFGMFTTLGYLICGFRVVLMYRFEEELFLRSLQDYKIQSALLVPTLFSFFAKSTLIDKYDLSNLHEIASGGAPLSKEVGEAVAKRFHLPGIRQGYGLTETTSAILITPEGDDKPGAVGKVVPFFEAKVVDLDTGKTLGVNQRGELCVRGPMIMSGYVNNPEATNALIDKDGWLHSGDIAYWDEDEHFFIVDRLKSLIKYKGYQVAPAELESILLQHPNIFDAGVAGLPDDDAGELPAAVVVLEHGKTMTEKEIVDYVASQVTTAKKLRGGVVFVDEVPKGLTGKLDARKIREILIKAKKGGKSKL
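FLuc 10nM, D-luciferin 10uM, ATP 10uM, Mg acetate 10mM, Tris acetate pH 7.5, Tween/BSA; cpd qHTS; enzyme added last; CCD luminescence.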
HEK293 viab: GF-AFC viability counterscreen for inhibitors of alpha-synuclein gene (SNCA) expression; HEK-293-SNCA-luc viability, GF-AFC fluorescence, 24 h; Potency, µM (top dose mostly 57.1 µM), for the others: at the top dose activity change, negative = cytotoxicity, most hits filed as cytotoxic; 150,000 compounds, 0.12% hits;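 note: potency is the fitted concentration of half-maximal effect; 0% = DMSO-treated cells and -100% = medium-only wells without cells; nearly all actives have a fitted effect of over 30% in size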
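Cytotoxicity counterscreen: after 24 h compound treatment of genome-edited SNCA-luciferase HEK-293 cells, live-cell protease substrate GF-AFC read by fluorescence after 30 min; activity scaled between DMSO (0%) and medium-only (-100%), curves Hill-fitted.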
HEK cytotox: Cytotoxic Profiling in HEK 293 Cell Line of Diverse Libraries Using Quantitative High-Throughput Screening. HEK 293 viability, ATP luminescence (CellTiter-Glo), 48-72 h. Potency, µM (series often up to 115 µM), for the others: at the highest dose activity change, negative = cytotoxicity, usual class: inhibitors. 94,000 compounds, 6.6% hits. AID 1345083, 2018; note: potency is the fitted concentration of half-maximal effect; nearly all actives have a fitted effect of over 60% in size
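Viability of HEK 293 cells, plated at 250 cells/well, was judged by cellular ATP after compound treatment for 48 or 72 hr. Luminescence was imaged 10 min after CellTiter-Glo addition at room temperature.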
SNCA expr inh: Primary qHTS assay for inhibitors of alpha-synuclein gene (SNCA) expression; HEK-293 SNCA-luciferase knock-in, luminescence, 24 h; 140,000 compounds, 0.17% hits; Potency, µM (highest dose often 57.2 µM), inactives show top-dose activity change, negative = inhibition, hits mostly inhibitors;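 note: potency is the fitted concentration of half-maximal effect; plate controls were DMSO cells for no effect and cell-free wells for full effect; nearly all actives have a fitted effect of over 45% in size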
GPT2 inhibitor: Primary qHTS assay for inhibitors of Glutamate pyruvate transaminase 2 (GPT2). Recombinant GPT2, coupled pyruvate oxidase/HRP Amplex Red fluorescence. Potency, µM (titrated, usually from 57.7 µM), for the others: top-dose activity change, negative = inhibition, usual class: inhibitors. 100,000 compounds, 0.25% hits; note: potency is the fitted concentration of half-maximal effect; nearly all actives have a fitted effect of over 60% in size; many of its hits are not listed in these tables
Target sequence (Q8TD30 whole entry, looked up): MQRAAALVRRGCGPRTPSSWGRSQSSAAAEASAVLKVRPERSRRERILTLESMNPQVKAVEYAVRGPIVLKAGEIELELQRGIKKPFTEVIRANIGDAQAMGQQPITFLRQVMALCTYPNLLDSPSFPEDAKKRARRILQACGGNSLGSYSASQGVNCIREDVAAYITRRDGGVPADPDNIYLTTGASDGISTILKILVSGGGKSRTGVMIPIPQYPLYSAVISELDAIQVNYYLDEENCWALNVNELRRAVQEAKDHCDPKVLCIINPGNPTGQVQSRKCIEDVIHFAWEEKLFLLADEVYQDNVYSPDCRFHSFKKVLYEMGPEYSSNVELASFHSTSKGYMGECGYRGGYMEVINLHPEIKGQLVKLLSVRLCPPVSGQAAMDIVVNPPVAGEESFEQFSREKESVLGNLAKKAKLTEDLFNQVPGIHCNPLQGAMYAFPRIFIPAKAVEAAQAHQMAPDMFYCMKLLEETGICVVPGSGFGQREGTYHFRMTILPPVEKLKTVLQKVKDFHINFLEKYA
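Recombinant GPT2 (10ng/uL) with 250uM a-KG and 2mM L-alanine, 30 min at room temperature, in HEPES pH 7.5 buffer. Pyruvate detected by pyruvate oxidase/HRP/Amplex Red fluorescence after 30 min in the dark; AOA (50uM) as positive control.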
3T3 cytotox: Cytotoxic Profiling in NIH 3T3 Cell Line of Diverse Libraries Using Quantitative High-Throughput Screening. NIH 3T3 viability, CellTiter-Glo ATP luminescence, 48-72 h. Potency, µM (highest dose often 96.7 µM), without a hit: at the top dose activity change, negative = cytotoxicity, hits mostly inhibitors. 94,000 compounds, 4.3% hits. AID 1345082, 2018; note: potency is the fitted concentration of half-maximal effect; nearly all actives have a fitted effect of over 55% in size
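Cytotoxicity was measured by CellTiter-Glo ATP luminescence after 48 or 72 h compound exposure at 37 °C. Mouse NIH 3T3 fibroblasts were seeded at 400 cells/well and dosed by 23 nL pin transfer.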
IP6K1 inhibitor: Primary qHTS assay for small molecule inhibitors of Inositol hexaphosphate kinase 1 (IP6K1) | Inositol hexakisphosphate kinase 1 (Homo sapiens), Q92551 | IP6K1 kinase, ADP-Glo luminescence, 2 h; active compounds read low | activity change, % (series mostly up to about 58 µM) | 140,000 compounds, 0.81% hits | AID 1645851, 2021; in the data active = activity change below about -25%
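ADP-Glo luminescence measures ADP made by human IP6K1 during a 2 h RT reaction with ATP/IP6 (mix at 1.3 mM/130 uM); top library doses 57.5 and 19.1 uM final.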
An asterisk follows results filed as active; i = inactive; ? = inconclusive; nt = no result given; & = joins results of further samples; [ ] = another dose, or the depositor's remark. Unless noted, calls come from the whole dose curve; as a rule, active = well fitted curve in the direction sought with a large enough effect; inconclusive = small, poorly fitted or top-dose-only effect, or another doubt; inactive = no such curve, though single readings can be large; an effect the other way counts as inactive or inconclusive. Unless noted, % is set by controls: 0 for no effect and ±100 for the full control effect.

SMILES	Luciferase inh	HEK293 viab	HEK cytotox	SNCA expr inh	GPT2 inhibitor	3T3 cytotox	IP6K1 inhibitor
CC1CCc2c(sc(NC(=O)c3cc(-c4ccc(F)cc4)on3)c2C(N)=O)C1 (configuration not stated)	nt	-2%	nt	-7%	nt	nt	20
CCS(=O)(=O)N1CCC2(CC1)CN(C1CCC1)CC2COC (configuration not stated)	4%	-14%	?	?	-11%	-3%	0
COc1cccc(-n2c(SCC(N)=O)nc3c(oc4ccccc43)c2=O)c1	nt	?	nt	-2%	nt	nt	19
CN(Cc1cnccn1)Cc1ccccc1OCC(O)CN(C)C1CCCCC1 (configuration not stated)	11%	-10%	-14%	5%	-5%	-25%	-2
O=C(c1ccccn1)N1CCOc2c(O)cc(-c3cccc(Cl)c3)cc2C1	-4%	-13%	45µM*	-20%	-11%	-26%	0
O=C(c1cccc(Cl)c1)N1CCC(c2nn(-c3ccccc3)c(=O)[nH]2)CC1	7%	0%	?	4%	-8%	-27%	2
CCCNC(=O)Cn1c(C)ccc(NC(=O)Nc2ccc(OC)cc2)c1=O	4µM*	-6%	-27%	10%	i	?	-11
COc1ccc(CN2CCC3(CC(c4ccc(OC)cc4)=NO3)C2)cc1 (configuration not stated)	0%	-13%	?	8%	i	?	10
O=C(O)CCn1ncc2cc(OCC3CCN(C(=O)CC4CC4)CC3)ccc21	?	0%[87.6 µM]	3%[172 µM]	-2%[87.6 µM]	-13%[88.5 µM]	50µM*	-1
COc1ccc(CN2CC(C)(NC(C)=O)C2)c2ccccc12	-7%[172 µM]	2%[87.6 µM]	?	-21%[87.6 µM]	2%[88.5 µM]	-17%[138 µM]	6
CCOc1cc(=O)n2c(c1C(=O)Nc1cccc(C(C)C)c1)CCCC2	-4%	-5%	3%	-9%	0%	i	5
CCOc1ccc(CNC(=O)c2ccc3c(c2)c(C)c(C)n3Cc2ccc(Cl)cc2)cc1	nt	-3%	nt	12%	nt	nt	-14
Cc1cn2nc(C(=O)N3CCC(NC(=O)Cc4ccccc4Cl)CC3)cc2c(=O)[nH]1	-23%	8%	8%	?	i	i	3
Cc1ccc(-n2c(C3CCN(C(=O)c4ccc(C(F)(F)F)cc4)CC3)n[nH]c2=O)cc1	0%	-3%	-13%	?	i	?	-4
Cc1ccc(C(=O)NC2CCN(c3cc(-c4ccccc4)[nH]n3)CC2)cc1C	0%	4%	-12%	-18%	i	-18%	-4
CCC1=C(C(=O)OC)C(c2ccc(C)cc2C)N2C(CC(=O)N3CCOCC3)=CSC2=N1 (configuration not stated)	-4%	5%	?	7%	i	5%	-7
COCCNC(=O)c1ccc2nnc(-c3ccccc3OC)n2c1	nt	6%[87.6 µM]	-9%[172 µM]	-21%[87.6 µM]	i	-16%[138 µM]	11
COc1ccc(C(=O)N2CCCC(C(=O)N3CCC(N4CCOCC4=O)CC3)C2)cc1 (configuration not stated)	nt	?	-5%	-4%	i	-26%	-5
O=C(C1CN(c2cccc(Cl)c2)C(=O)N1)N1CCCC1 (configuration not stated)	6%&-6%[172 µM]	8%&-11%[87.6 µM]	-1%&-10%[172 µM]	-3%&5%[87.6 µM]	-7%&5%[88.5 µM]	?	-11&0
COc1ccc(C(=O)N2CCCC3(C2)Nc2cccnc2NC3=NC2CCCC2)cn1 (configuration not stated)	-7%	-18%	-2%	-20%	-13%	-4%	1

An excerpt of these results, with values under each structure.
Every second line gives: Luciferase inh | HEK293 viab | HEK cytotox | SNCA expr inh | GPT2 inhibitor | 3T3 cytotox | IP6K1 inhibitor
- CC1CCc2c(sc(NC(=O)c3cc(-c4ccc(F)cc4)on3)c2C(N)=O)C1 (configuration not stated)
→ nt | -2% | nt | -7% | nt | nt | 20
- CCS(=O)(=O)N1CCC2(CC1)CN(C1CCC1)CC2COC (configuration not stated)
→ 4% | -14% | ? | ? | -11% | -3% | 0
- COc1cccc(-n2c(SCC(N)=O)nc3c(oc4ccccc43)c2=O)c1
→ nt | ? | nt | -2% | nt | nt | 19
- CN(Cc1cnccn1)Cc1ccccc1OCC(O)CN(C)C1CCCCC1 (configuration not stated)
→ 11% | -10% | -14% | 5% | -5% | -25% | -2

The list goes on:
SMILES	Luciferase inh	HEK293 viab	HEK cytotox	SNCA expr inh	GPT2 inhibitor	3T3 cytotox	IP6K1 inhibitor
CC1=C[C@@H](CN2CCN(C)CC2)[C@H](C(C)C)C[C@H]1Cc1nnc(C)o1	-2%[172 µM]	2%[87.6 µM]	?	7%[87.6 µM]	-3%[88.5 µM]	3%[174 µM]	-1
CCc1noc(-c2cn(C3CCN(C(=O)C(C)c4ccccc4)CC3)nn2)n1 (configuration not stated)	8%	-8%	-24%	13%	i	-25%	6
COc1ccc(C(=O)N2CCCC(C(=O)N3CCC(c4nc5ncccc5[nH]4)CC3)C2)cc1 (configuration not stated)	nt	-5%	-3%	28%	-14%	-18%	-5
CCOc1cccc(CN2C[C@@H](NC(=O)COC)C[C@H]2CO)c1	-5%	-4%	11%	-4%	i	0%	0
Cc1ccc(-n2ncc3c(NCCCn4ccnc4)ncnc32)cc1	nt	-3%	nt	152%[activator]	nt	nt	6
COc1ccccc1-n1c(=O)[nH]c2cccnc21	-10%[172 µM]	-4%[87.6 µM]	-42%[172 µM]	-18%[87.6 µM]	i	-32%[138 µM]	5
O=C(NCc1ccc(Cl)cc1)c1noc(-c2ccc3c(c2)OCO3)n1	?	-3%	?	52%[activator]	?	?	-3
CCOc1ccccc1NC(=O)N1CC(C)Oc2ccc(Cl)cc21 (configuration not stated)	nt	-5%	nt	-6%	nt	nt	29
O=C1N(Cc2ccccc2F)CCOC12CCN([S+](=O)([O-])c1cccnc1)CC2	0%[172 µM]	8%[87.6 µM]	-14%[172 µM]	20%[87.6 µM]	0%[88.5 µM]	?	-1
CCn1ccc(C(=O)N2CCC(CCOc3ccccc3F)C2)n1 (configuration not stated)	nt	2%	?	-11%	3%	?	-2
Cc1cccc(C)c1OCC(=O)NCC1(N(C)C)CCCCC1	nt	1%	nt	17%	nt	nt	0
O=C(C1CCCN1[S+](=O)([O-])c1ccccc1)N1CCC(c2nc3ccncc3[nH]2)CC1 (configuration not stated)	nt	6%	5%	28%	-15%	-15%	18
c1cc(-c2noc(C3CCOCC3)n2)ccc1OC1CNC1	?	3%	-19%	152%[activator]	-18%	-7%	3
COc1cccc(C(=O)NC2CCc3nnc(C4CC4)n3CC2)c1C (configuration not stated)	0%	-4%	-10%	2%	i	-11%	1
CC(C)NC(=O)C1CC(c2ccc(F)cc2)=NO1 (configuration not stated)	-3%	7%	i	7%	-24%	i	3
O=C(NCc1ccccc1)c1cn(C2CN(C(=O)NCC3CCCO3)C2)nn1 (configuration not stated)	1%	7%	-5%	7%	i	-24%	6
CCCOc1ccc(C2c3c(oc4ccccc4c3=O)C(=O)N2c2nnc(C(C)C)s2)cc1 (configuration not stated)	nt	2%	nt	16%	nt	nt	-15
CCCCS(=O)(=O)Nc1ncnc(OCCOc2ncc(Br)cn2)c1-c1ccc(Br)cc1	nt	-2%	nt	nt	1%	nt	-11
COC[C@H]1C[C@H]2C[C@@H](OC)[C@H](N(C)Cc3cccc(F)c3)[C@]2(O)CO1	nt	-2%[23.9 µM]	?	?	1%[27.3 µM]	-6%[46.1 µM]	-2
N#Cc1cccc(-c2n[nH]c3c2CC(=O)N(Cc2ccccn2)C3)c1	-14%[172 µM]	-5%[87.6 µM]	-23%[172 µM]	-1%[87.6 µM]	2%[88.5 µM]	?	-25
CCCCNC(=O)c1ccc2c(c1)n(Cc1ccc(F)cc1)c(=O)c1ccnn12	4%	-26%	?	?	i	?	3
CC(C)(Oc1nn(CCOc2ccccc2)c2ccccc12)C(=O)NCc1ccncc1	1%[172 µM]	-13%[87.6 µM]	?	?	?	?	-7
CCN(CC)C(=O)CCc1c(C)nn(-c2cccc(C)c2)c1Oc1ccc(F)cc1F	-8%	1%	25µM*	-14%	0%	35µM*	-3
CC(C)c1ccc(C(=O)N2CC[C@H](N(C)C)[C@H](CCC(=O)O)C2)c(=O)[nH]1	2%	-3%	?	-1%	2%	-13%	11
O=C1[C@@H]2C[C@@H](O)CN2C2(CN(C3CCCCC3)C2)C(=O)N1Cc1ccccc1F	3%[172 µM]	-1%[87.6 µM]	-4%[172 µM]	5%[87.6 µM]	0%[88.5 µM]	i	-5
Cc1ccsc1C(=O)N1CCCn2cc(-c3cccc(C#N)c3)nc21	32µM*	8%	?	67%[activator]	-8%	-14%	0
COCCOCC(=O)N1Cc2ccccc2OC2(CCN(C(C)C)CC2)C1	-2%	4%	-13%	-14%	5%	-8%	10
C#CCN(Cc1ccco1)Cc1nc(-c2ccc(C(F)(F)F)cc2)oc1C	-1%	8%	i	11%	1%	1%	6
COC(=O)c1ccccc1NC(=O)c1c(OC)cc(=O)n2c1CCCC2	-5%	-3%	?	-5%	i	?	-5
CCOc1ccc(C(=O)NC2CCN(c3cnn(C)c(=O)c3)CC2)cc1	-1%	-16%	-16%	-3%	i	-17%	7
CC1(COCC2CC2)COc2ccc(C(=O)Nc3ccccc3)cc2N1 (configuration not stated)	22µM*	-12%[87.6 µM]	?	8%[87.6 µM]	i	?	8
CCc1nc2c(c(-c3ccc(O)cc3)n1)CN(C(=O)c1ccc(OC)cc1)CC2	nt	-13%	?	45%[activator]	?	-18%	18
O=C1c2cnc(-c3ccc(Oc4ccccc4)cc3)nc2OCCN1CC1CC1	?	?	?	?	-11%[88.5 µM]	28µM*	2
Cc1cnc(CC2CCN(S(=O)(=O)c3ccc4c(c3)CCC4)C2)n1Cc1ccccc1 (configuration not stated)	nt	-15%	?	?	i	?	18
CS(=O)(=O)N1C[C@H]2CCN(Cc3cc(F)c(F)cc3F)C[C@H]21	1%	-4%[12.5 µM]	0%	-20%	-7%	i	13
OC[C@@H]1O[C@H](CNCc2ccc(F)cc2)[C@H](N2CCN(c3ccccc3)CC2)[C@@H]1O	-13%	3%	?	-15%	i	-16%	5
COc1ccc(-c2noc(CCCC(=O)N3CCC(c4nc(C5CCOCC5)no4)C3)n2)cc1OC (configuration not stated)	-23%	-4%	?	1%	-1%	?	-15
CN(C(=O)CSc1nc2ccc(NC(=O)c3cccs3)cc2s1)c1ccccc1	nt	?	nt	?	nt	nt	3
